Nrf2 block: inhibitors of Nrf2 signaling; A549 ARE-Fluc reporter, luciferase luminescence, 18-24 h; Potency, µM (doses to about 46 µM), inactives show at the top dose activity change, negative = inhibition, usual class: inhibitors; actives 2.1% (n = 360,000); further: potency means the concentration at half of the fitted maximal effect; on the % scale 0 is the no-effect control and ±100 the full control effect; nearly all actives have a fitted effect of over 60% in size
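Nrf2 activity is the BugLite luminescence, read 15 min after reagent at room temperature, following CellTiter-Fluor cytotoxicity readout (30 min, 37C). Compound titrations were applied for 18-24 h to 5000 A549 ARE_Fluc cells/well in 5% FBS OPTI-MEM.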
EPAC2 agonist: EPAC2 (human) agonism | EPAC2 activation, biochemical qHTS; response scale: 100% = 6.5 mM cAMP response | Potency, µM (doses to about 154 µM), for the others: at the top dose activation, actives largely listed as activators | Q8WZA2 | actives 0.079% (n = 360,000); further: potency means the concentration at half of the fitted maximal effect; nearly all actives have a fitted effect of over 50% in size
Target sequence (Q8WZA2 whole entry, looked up): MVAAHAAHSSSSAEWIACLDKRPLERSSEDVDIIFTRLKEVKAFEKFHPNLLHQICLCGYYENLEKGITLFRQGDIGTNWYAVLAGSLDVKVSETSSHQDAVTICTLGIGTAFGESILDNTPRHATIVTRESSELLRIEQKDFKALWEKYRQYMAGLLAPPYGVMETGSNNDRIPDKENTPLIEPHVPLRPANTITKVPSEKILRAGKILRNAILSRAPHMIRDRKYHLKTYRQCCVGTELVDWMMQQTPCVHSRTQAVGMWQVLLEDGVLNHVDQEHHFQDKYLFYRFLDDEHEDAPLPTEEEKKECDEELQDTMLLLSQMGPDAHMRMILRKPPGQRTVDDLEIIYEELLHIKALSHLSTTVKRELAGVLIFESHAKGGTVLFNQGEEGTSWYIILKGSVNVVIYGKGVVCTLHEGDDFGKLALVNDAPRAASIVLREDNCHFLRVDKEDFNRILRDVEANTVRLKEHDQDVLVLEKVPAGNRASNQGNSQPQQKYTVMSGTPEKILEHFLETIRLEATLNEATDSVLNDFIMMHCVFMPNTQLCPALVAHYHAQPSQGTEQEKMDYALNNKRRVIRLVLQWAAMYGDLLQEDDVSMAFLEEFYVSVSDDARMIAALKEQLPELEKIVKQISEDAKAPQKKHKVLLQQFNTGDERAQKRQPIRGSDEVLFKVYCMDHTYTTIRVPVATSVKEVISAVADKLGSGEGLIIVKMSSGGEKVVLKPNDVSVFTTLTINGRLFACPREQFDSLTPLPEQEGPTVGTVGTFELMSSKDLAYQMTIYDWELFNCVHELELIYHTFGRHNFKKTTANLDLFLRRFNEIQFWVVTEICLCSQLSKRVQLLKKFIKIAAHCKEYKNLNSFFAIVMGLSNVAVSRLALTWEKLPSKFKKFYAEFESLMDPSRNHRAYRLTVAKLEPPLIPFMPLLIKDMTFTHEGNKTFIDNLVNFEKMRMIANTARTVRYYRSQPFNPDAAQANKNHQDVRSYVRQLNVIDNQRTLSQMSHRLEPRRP
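In this primary screen, activation is scored as increased exchange of BODIPY-GDP from Rap1B by 100 nM EPAC2, with 50 uM GDP as competitor. Signal is normalized to the 6.5 mM cAMP agonist control.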
pAkt inh: Akt phosphorylation inhibition. Neuro2A IGF-stimulated pAkt S473 HTRF, 20 min; hits give low values. activity change, % for hits at 50 µM. actives 0.32% (n = 360,000); in the data active means activity change below about -80%; inconclusive means mostly about -51% to -80%; further: on the % scale 0 is the no-effect control and ±100 the full control effect
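Single-point screen (50 µM final compound) in Neuro2A cells stimulated 20 min with 6 nM IGF at 37 deg C. After lysis, Ser473-phosphorylated Akt read by HTRF (ex 330 nm, em 615/665 nm) as the 665/615 ratio.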
MmCpn inh: blocks the Methanococcus maripaludis chaperonin Mm-Cpn; actives 0.031% (n = 330,000); purified Mm-Cpn ATPase, ADP Transcreener TR-FRET; Potency, µM (titrated, usually from 76.9 µM), inactives show at the top dose activity, negative = inhibition, most hits filed as inhibitors; further: potency means the concentration at half of the fitted maximal effect; on the % scale 0 is the no-effect control and ±100 the full control effect; nearly all actives have a fitted effect of over 80% in size
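ATPase turnover read by TR-FRET ADP competition (Eu cryptate antibody/ADP-d2, 665/590 nm): 10uM ATP final, 25nM Mm-CPN final, 30 min 37degC after 10-min compound preincubation, pH 7.4 Tris/KCl/MgCl2/DTT buffer.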
Nrf2 activator: activates Nrf2 signaling; AID 624171; Potency, µM (doses to about 46.1 µM), inactives show at the highest dose activation, most hits filed as activators; AREc32 ARE-luciferase reporter (MCF7-derived line), luminescence, 24 h; actives 0.31% (n = 410,000); further: potency means the concentration at half of the fitted maximal effect; % of control where 0% means no effect; nearly all actives have a fitted effect of over 65% in size
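Each well held 1000 AREc32 cells, which were incubated with compound for 24 hr at 37 deg C after overnight attachment, and ARE reporter activity was quantified by firefly luciferase luminescence.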
TGFb SMAD3 inh: blocks TGF-b signaling | actives 1.2% (n = 410,000) | Potency, µM (top dose mostly 46.1 µM), inactives show at the highest dose activity, negative = inhibition, actives largely listed as inhibitors | HepG2 CAGA-GFP TGF-b/SMAD3 reporter, GFP fluorescence, 18 h; TGF-beta stimulated, 500 pg/mL final; further: potency means the concentration at half of the fitted maximal effect; on the % scale 0 is the no-effect control and ±100 the full control effect; nearly all actives have a fitted effect of over 65% in size
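Cell-based qHTS in HEPG2 carrying a CAGA-GFP Smad reporter; compounds added before 500 pg/mL final TGF-beta, 18 h incubation at 37 degrees C, GFP fluorescence quantified per cell by imaging cytometry.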
EPAC2 antagonist: antagonists of human EPAC2; EPAC2 GEF exchange of Rap1B-BODIPY-GDP, fluorescence; Potency, µM (titrated, usually from 114 µM), for inactives: at the top dose activity, negative = inhibition, usual class: inhibitors; actives 0.18% (n = 360,000); further: potency means the concentration at half of the fitted maximal effect; on the % scale 0 is the no-effect control and ±100 the full control effect; nearly all actives have a fitted effect of over 45% in size; many of its hits are not listed in these tables
CCT chaperon mod: modulators of cytosolic chaperonin (CCT/TRiC) activity; purified chaperonin ATPase assay, HTRF ADP detection, 30 min; activity change, % (concentration not given with the values), hits read low; actives 0.3% (n = 360,000); in the data active means activity change below about -30%; further: on the % scale 0 is the no-effect control and ±100 the full control effect
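ATPase activity: ADP formed was measured by HTRF Transcreener (665/615 nm ratio) after 30 min at 37 deg C with 10 uM ATP. Compounds screened at one 76 uM concentration against 40 or 20 nM TRiC in Tris pH 7.4/KCl/MgCl2/DTT buffer.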
A549 tox: kills or reduces viability of A549 cells in Nrf2 counter-screen | A549 ARE-Fluc cells, CellTiter-Fluor viability, 18-24 h | Potency, µM (highest dose often 46 µM), for the others: at the highest dose activity change, negative = cytotoxicity, hits mostly inhibitors | actives 0.16% (n = 390,000) | AID 504648; further: potency means the concentration at half of the fitted maximal effect; on the % scale 0 is the no-effect control and ±100 the full control effect
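Cytotoxicity counterscreen: CellTiter-Fluor fluorescence was measured in A549 ARE_Fluc cells after 18-24 h of compound exposure in a concentration series. The subsequent BugLite luminescent read reports ARE-luciferase activity.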
Numbers without * were called inactive; i = inactive; ? = inconclusive; . = no result given; & = joins results of further samples; [ ] = another dose, or the depositor's remark. Unless noted, the call rests on the fitted dose curve; in most records, active means well fitted curve in the direction sought with a large enough effect; inconclusive means small, poorly fitted or top-dose-only effect, or another doubt; inactive means no such curve, though single readings can be large; an effect the other way counts as inactive or inconclusive.

SMILES	Nrf2 block	EPAC2 agonist	pAkt inh	MmCpn inh	Nrf2 activator	TGFb SMAD3 inh	EPAC2 antagonist	CCT chaperon mod	A549 tox
CCOC(=O)c1c(N=CN(C)C)c2cc([N+](=O)[O-])cnc2n1C	-10%	3%	i	-3%	0.4%	1%	-10%	0.0	4%
Cc1cc(C)cc(NC(=S)NC(=O)Cc2ccccc2)c1	-6%	16%	i	.	0.0%	?	-8%	0.0	16%
COC(=O)c1ccccc1NC(=O)Cn1c(=O)cc(-c2ccccc2)c2c(C)nn(C)c21	-21%	.	.	.	-0.5%	8%	.	.	0%
O=C(CN1C(=O)NC2(CCCCCC2)C1=O)Nc1ccccc1[N+](=O)[O-]	-21%	?	i	2%	-0.5%	3%	-4%	-1.5	-2%
CCOc1ccc(NC(=O)CC2C(=O)N(c3ccccc3)C(=O)N2C2CCCCC2)cc1 (centres undefined)	-12%	.	.	.	-0.8%	-16%	.	.	-4%
Cc1cc(/C=C2\SC(=S)NC2=O)c(C)n1-c1ccc(O)cc1	?	-5%	i	1%	4.4%	-3%	?	-3.0	?
O=C1C=C(c2ccccc2)OC2(CCCC2)O1	5%	-3%	.	0%	0.0%	-18%	-13%	0.1	-10%
CC1=C(C(=O)N(C)C)CC(CC(=O)NC2CCCCC2)C(=O)N1Cc1ccc(F)cc1 (centres undefined)	.	1%	i	.	-0.1%	-4%	10%	-0.2	.
Cc1noc(C)c1NC(=O)N(C)C[C@@H]1OCc2cnnn2CCCC(=O)N([C@H](C)CO)C[C@@H]1C	.	0%	i	.	-1.0%	10%	8%	-1.6	.
CC1(C)CN=c2s/c(=C\c3ccc(Cl)cc3)c(=O)n2C1	-26%	-5%	i	2%	25%	?	7%	0.7	?
C#Cc1cccc(NC(=O)c2ccc3c(c2)C(=O)N(Cc2cccnc2)C3=O)c1	3%	3%	i	1%	5.0%	8%	0%	-1.2	-2%
CCCc1cc(=O)oc2cc(OCc3nn[nH]n3)ccc12	?	7%	i	2%	-0.4%	?	16%[57.1 µM]	1.3	16%
Cc1ccc(-c2csc(=Nc3ccccc3)n2Cc2ccc3c(c2)OCO3)cc1C	?	.	.	.	0.6%	0%	.	.	0%
C=CCNC(=O)c1ccc(-c2ccc([N+](=O)[O-])cc2)o1	12%	6%	i	1%	3.4%	2%	21%	-0.3	-1%
Cc1ccc(C(=O)N2CCN(C3c4cccc5cccc(c45)C3NS(=O)(=O)c3ccccc3)CC2)cc1 (centres undefined)	?	-84%[15.6 µM]	.	-7%	2.6%	8%	3%	2.1	-13%
CC(=O)C1C(c2ccc3ncccc3c2)NC(=O)NC1(O)C(F)(F)F (centres undefined)	?	-14%	i	-2%	0.3%	-29%	4%	4.5	-7%
CC(=O)c1cc(C(=O)Nc2ccc3ccccc3c2)c(C)o1	?	4%	i	-2%	15%	14%	-5%	-0.4	7%
O=C(/C=C/c1ccccc1)N/C(=C\c1ccco1)C(=O)O	8%	8%	i	?	-0.4%	-1%	5%	0.3	-2%
CC1=C(Nc2ccc(C(=O)O)cc2)C(=O)c2ccccc2C1=O	23µM*	-1%	i	?	1.9%	7.9µM*	-18%	-4.3	?
CCOc1ccc(NS(=O)(=O)c2cc(Cl)ccc2OC)cc1	-12%	-23%[15.6 µM]	.	.	0.4%	?	-10%	-1.0	-9%
CN1CCN(C2=Cc3ccccc3Sc3cc(F)c(F)cc32)CC1	6%	-1%	i	1%	3.2%	-1%	-2%	-2.3	-7%
COc1ccc(C(=O)NC(=S)SCC(=O)O)cc1	6%	-11%	i	0%	2.2%	3%	9%	-5.2	1%
N=c1n(CCOc2ccccc2)c2ccccc2n1CCN1CCOCC1	.	-6%	i	0%	-0.6%	-14%	4%	-1.6	1%
CCOC(=O)N1CCN(c2c(NCCCN(C)c3ccccc3)c(=O)c2=O)CC1	12%	-7%	i	2%	-0.3%	2%	4%	1.6	2%
CC(Sc1nc(-c2ccccc2)cc(C(F)(F)F)n1)C(=O)N1CCCC1 (centres undefined)	11%	-7%	i	0%	0.3%	-26%	0%	-2.6	1%
COC(=O)c1ccccc1NC(=O)Cc1ccccc1OC	1%	9%	i	-2%	-0.1%	7%	5%	2.8	-9%
Cn1c(=O)c2c(-c3ccccc3Br)n(CCc3ccccc3)cc2n(C)c1=O	?	.	.	.	5.1%	-33%	.	.	0%
O=C(CCCOC(=O)c1ccc(O)cc1)c1ccccc1	-4%	7%	i	-2%	4.1%	0%	-2%	-1.8	-11%
C[C@H](NC(=O)c1nc[nH]c1C(=O)N1CCc2ccccc2C1)c1ccccc1	8%	11%	i	-6%	0.5%	?	-8%	-0.3	-2%
Cc1nc(SCC(=O)NC2CCS(=O)(=O)C2)c2c(C)c(C)sc2n1 (centres undefined)	3%	4%	i	-4%	-0.5%	-1%	2%	1.0	-6%
Cc1nc2ccc(NC(=O)c3cc(S(=O)(=O)N4CCOCC4)ccc3C)cc2s1	?	-20%	i	-1%	4.2%	?	7%[57.1 µM]	-1.4	-9%
CCOC(=O)N/N=C(\c1ccccc1)C(O)c1ccccc1 (centres undefined)	-22%	9%	i	-1%	-0.5%	?	-11%	1.2	-15%
Cn1c(=O)c2sccc2n2c(CCC(=O)NCc3ccccc3Cl)nnc12	?	.	.	.	-0.3%	9%	.	.	0%
C[C@@H]1CN([C@H](C)CO)C(=O)CCCn2nncc2CO[C@H]1CN(C)S(=O)(=O)c1ccccc1	.	12%	i	.	0.5%	2%	-2%	-2.2	.
O=C(Nc1ccc(CN2CCOCC2)cc1)c1cccs1	.	4%	.	1%	0.1%	?	5%	0.0	-1%
CCCCCn1c(=O)[nH]c2cc(C(=O)NCCCN3CCC(C)CC3)ccc2c1=O	8%	-1%	i	-1%	-0.9%	-25%	2%	-0.1	4%
CCC(=O)Nc1nonc1-c1nc2ccccc2n1Cc1ccc(Cl)c(Cl)c1	?	8%	i	.	0.2%	-7%	-10%	-1.6	-18%
Cc1cc(=O)oc2cc(OC(C)C(=O)NC3CCCC3)ccc12 (centres undefined)	-20%	19%	i	2%	0.1%	-23%	2%	-5.6	2%
Cn1c(=NN=Cc2ccccc2OCCO)sc2ccccc21	.	1%	i	.	4.1%	-13%	12%	1.4	.
CCC(=O)N(Cc1cc2cc(OC)ccc2[nH]c1=O)c1ccccc1OC	.	0%	i	.	-1.3%	-18%	0%	-0.3	.
COc1cc2ccc(CC(N)=O)cc2cc1OC	.	-1%	i	.	-0.2%	-14%	-8%	1.0	.
CN1CCN(CC#CC2(O)CCCCC2)CC1	-5%	13%	i	0%	-0.9%	-3%	0%	-0.8	-2%
COc1ccc(S(=O)(=O)N2CCN(C3CCCCCCC3)CC2)cc1	-12%&5%	28%&3%	i	1%&1%	-0.7%&0.1%	-28%&-13%	2%&-2%	-0.5&-2.8	3%&2%
COc1ccc(C(=O)N2CCN(CCc3ccccn3)CC2)cc1	?	8%	i	-1%	-0.3%&0.1%	-4%&16%	9%	1.0	1%&-9%
O=C(CN1C(=O)CCn2nc(-c3ccccc3)cc21)NCc1ccc(F)cc1	12%	.	.	.	-0.6%	?	.	.	6%
O=C(O)c1ccc(S(=O)(=O)NC2CC2)cc1	0%	11%	i	1%	-0.7%	-13%	4%	-2.1	8%
CCOCCOC(=O)c1[nH]c2c(c1C)C(=O)CC(c1cccs1)C2 (centres undefined)	?	-5%	i	2%	-0.1%	?	-6%	-2.0	-19%
C[C@H]1CN([C@@H](C)CO)C(=O)c2cccc(NC(=O)c3cnccn3)c2O[C@@H]1CN(C)C(=O)Nc1ccc2c(c1)OCO2	5%	2%	i	0%	-0.1%	-8%	-5%	0.0	-3%
NC(=O)c1cccc2cc3ccccc3cc12	-21%	2%	i	?	0.3%	0%	6%	-1.1	-1%
O=C(NCCCN1CCOCC1)C1CCC(=O)N1CCc1ccccc1 (centres undefined)	2%	-2%	i	-2%	0.2%	5%	7%	-1.9	-2%
O=C(NC(=S)Nc1cnc2ccccc2c1)c1ccccc1	?	9%	i	-1%	?	-23%	5%	0.6	2%
O=C(NCc1ccccc1Br)c1ccco1	.	7%	i	1%	-0.8%	20%	3%	-1.4	4%
N/C(=N\N=C\c1cccc([N+](=O)[O-])c1)c1nonc1N	?	8%	i	?	?	-4%	4%	0.3	0%
Cc1ccccc1NC(=S)N(CCN(C)C)C(C)c1cccnc1 (centres undefined)	-13%	-1%	i	2%	-0.3%	-1%	7%	0.2	0%
COc1ccccc1C(=O)C1Nc2ccccc2-c2nnc(SC)nc2O1 (centres undefined)	13%	10%	i	-2%	6.6%	-8%	-1%	-1.1	.
CCc1ccc(S(=O)(=O)n2c(C)nc3ccccc32)cc1	1%	-4%	i	1%	0.3%	5%	8%	-3.1	1%
O=C(NCc1ccco1)c1cc(-c2cccs2)on1	.	-2%	i	-1%	?	-1%	6%	-3.8	7%
Nc1cccc2c1C(=O)N(C(=O)/C=C/c1cccc(Br)c1)C2=O	-10%	3%	i	-18%	6.5%	-21%	-25%	-0.8	2%

Of the compounds above, these contain bromine:
SMILES	Nrf2 block	EPAC2 agonist	pAkt inh	MmCpn inh	Nrf2 activator	TGFb SMAD3 inh	EPAC2 antagonist	CCT chaperon mod	A549 tox
Cn1c(=O)c2c(-c3ccccc3Br)n(CCc3ccccc3)cc2n(C)c1=O	?	.	.	.	5.1%	-33%	.	.	0%
O=C(NCc1ccccc1Br)c1ccco1	.	7%	i	1%	-0.8%	20%	3%	-1.4	4%
Nc1cccc2c1C(=O)N(C(=O)/C=C/c1cccc(Br)c1)C2=O	-10%	3%	i	-18%	6.5%	-21%	-25%	-0.8	2%

Screening data from PubChem.

These rows are one share of the data; rates above refer to the full screens.
